TRPM1 prom inh: inhibitors of MITF-dependent TRPM1 promoter reporter, primary screen, cell-based, SK-MEL-5, single point, luciferase. inhibition, % at 12.5 µM. actives 0.83% (n = 330,000). SK-MEL-5 TRPM1 promoter luciferase, 24 h. AID 488899, 2010;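 active = mean inhibition across replicates of 60% or more, whatever share of single replicates reaches that level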; note: values of inactives mirror those of a sister screen read the other way
Peg3 prom inh: Peg3 promoter-driven luciferase inhibitors, primary screen, cell-based, HeLa, luciferase luminescence; actives 1.7% (n = 360,000); inhibition, % at 20 µM; HeLa PEG-Prom luciferase reporter, overnight;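 active = inhibition of at least 50% at 20 µM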
CF NFkB block: inhibitors of PAF-induced NF-kB signaling, primary screen, cell-based, GFP fluorescence, uHTS; AID 588850, 2011; KKLEB NF-kB-GFP reporter, GFP fluorescence overnight; actives 0.86% (n = 360,000); inhibition, % at 5 µM;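 active = at least 50% inhibition at 5 µM, scaled per plate between neutral and stimulator controls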;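 note: PAF is a Pseudomonas aeruginosa culture filtrate used as stimulus; plate controls were PAF-stimulated DMSO wells for no effect and unstimulated DMSO wells for full effect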
hiPSC survival: enhancers of single-cell hiPSC survival, primary screen, ATPlite luminescence; 100% = ROCK inhibitor wells, 0% = DMSO; survival enhancement, % at 20 µM; actives 0.044% (n = 360,000); in the data active = survival enhancement above about 18%;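 note: cells exposed to compounds for 16 hours before the ATP read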
TWEAK-Fn14 inh: inhibitors of TWEAK-Fn14 signaling, primary screen, luciferase reporter cells, uHTS | actives 2% (n = 360,000) | inhibition, % at 10 µM | TWEAK-stimulated Fn14 reporter cells, luciferase luminescence, 8 h; in the data active = inhibition above about 50%
Shn3 3UTR inh: reduction of Shn3 3'UTR firefly luciferase signal, primary screen, Schnurri-3 inhibitor project, cell-based, Clone20 osteoblasts, set 2; Clone20 osteoblast Shn3 3'UTR firefly luciferase, 24 h; inhibition, % at 12.5 µM; actives 0.52% (n = 360,000); AID 588674, 2011;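 active = mean inhibition of at least 75% with every replicate also reaching 75%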;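 note: 0% = median of neutral control wells and 100% = pilot-screen positive control compound; some compounds past the cut are filed as inactive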
NR2E3 ag-1: inhibitors of NR2E3-RetCOR corepressor binding, primary screen, NR2E3 agonist project, biochemical, TR-FRET, GST-NR2E3, biotin-RetCOR; Photoreceptor-specific nuclear receptor (Homo sapiens), Q9Y5X4; 1536-well; inhibition of corepressor binding, % at 4.78 µM; actives 0.12% (n = 320,000); AID 2300, 2010;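 active = percent inhibition above the cutoff of mean plus 3 SD of all tested compounds, set per screening campaign, cut at about 20% in these data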;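 note: 0% = DMSO wells and 100% = biotin wells as full block of FRET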
Target sequence (Q9Y5X4 whole entry, looked up): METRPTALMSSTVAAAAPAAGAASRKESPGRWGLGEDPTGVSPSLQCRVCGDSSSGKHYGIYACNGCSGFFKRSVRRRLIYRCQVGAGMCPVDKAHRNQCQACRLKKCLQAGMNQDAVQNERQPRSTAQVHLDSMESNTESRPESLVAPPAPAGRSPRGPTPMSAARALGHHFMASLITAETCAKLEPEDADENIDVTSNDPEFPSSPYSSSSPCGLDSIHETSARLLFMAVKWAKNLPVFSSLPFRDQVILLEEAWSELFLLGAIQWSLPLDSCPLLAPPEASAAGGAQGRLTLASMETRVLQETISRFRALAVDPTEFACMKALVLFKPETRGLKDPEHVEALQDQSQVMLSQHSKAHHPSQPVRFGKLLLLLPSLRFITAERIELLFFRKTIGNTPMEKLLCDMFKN
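system = GST-tagged NR2E3 plus biotinylated RetCOR corepressor | input = 1.35 nM GST-NR2E3 | also added = 7 nM biotin-RetCOR | schedule = 5 h incubation at 4 °C | measured by = TR-FRET with europium anti-GST and streptavidin-D2, 340 nm excitation | read-out = percent loss of FRET ratio relative to control wells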
aDG glyco act: activators of alpha-DG glycosylation, primary screen, uHTS, Pro5-aDG cells, AlphaScreen; alpha-DG glycosylation AlphaScreen (IIH6); 0% Pro5, 100% B10-LARGE cell signal; actives 0.22% (n = 360,000); activation, % at 10 µM;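 active = activation of at least 8% versus controls, or a plate z-score of at least 8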;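 note: Pro5 are CHO cells carrying HIG-tagged alpha-DG that lacks glycosylation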
KKLEB tox: cytotoxicity in KKLEB CF airway cells, primary screen, cytotoxicity control for CF NF-kB inhibitor project, cell-based, uHTS, fluorescence assay plates; KKLEB CF airway cells viability, ATPlite luminescence, overnight; stronger effect = lower value; cells stimulated with P. aeruginosa culture filtrate; actives 0.36% (n = 360,000); activity change (cytotoxicity), % at 5 µM;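 active = corrected activity change at or below -50% at 5 µM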
HIF-2a inh: HIF-2a reporter inhibitors, primary screen, luminescence, 786-0 RCC cells; 786-0 RCC cells HIF-2a reporter, luciferase luminescence, overnight; AID 624352, 2012; inhibition, % at 18.8 µM; actives 0.72% (n = 360,000);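 active = inhibition of the luminescence signal of 40% or more relative to plate controls, in a single-dose primary screen at 18.75 µM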
NR2E3 ag-2: NR2E3 agonists in two-hybrid cells, primary screen, cell-based, luminescence, CHO-S, Gal4-NCOR/VP16-NR2E3 | actives 0.35% (n = 360,000) | luciferase | AID 602229, 2012 | inhibition of corepressor binding, % at 3.98 µM;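 active = inhibition above the mean of all tested compounds plus 3 SD, cut at about 70% in these data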;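 note: 0% = DMSO with NR2E3 transfected cells and 100% = cells lacking NR2E3 construct; higher means lower luciferase signal from less NR2E3 corepressor binding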
Starred values were filed as active, the others as inactive; nt = no result given.

SMILES	TRPM1 prom inh	Peg3 prom inh	CF NFkB block	hiPSC survival	TWEAK-Fn14 inh	Shn3 3UTR inh	NR2E3 ag-1	aDG glyco act	KKLEB tox	HIF-2a inh	NR2E3 ag-2
O=C1CCC([N+](=O)[O-])C(c2ccc(Br)cc2)N1 (centres undefined)	5	9	-5	-1.6	3	13	-4	-0.1	3	14	-14
CC(=O)Nc1ccc(NC(=O)CSc2nnc(-c3ccccc3)n2Cc2ccc3c(c2)OCO3)cc1	-11	-11	1	4.3	-21	4	3	-0.2	22	-6	-5
CCOC(=O)c1cc(-c2ccccc2C)nn1CC1CC(c2cccnc2)=NO1 (centres undefined)	-20	-7	8	-0.3	-39	18	nt	0.0	5	11	8
CCOC(=O)c1c(NC(=O)Cn2nc(C(F)(F)F)cc2C)sc(C)c1C	14	20	-9	0.4	-6	3	-3	0.5	-15	3	35
O=[N+]([O-])c1ccccc1Oc1cnc2ccccc2n1	4	2	3	-1.0	-2	-12	-2	-0.4	-9	12	0
CC(=O)N1CCN(Cc2cc(=O)oc3cc(C)c(C)cc23)CC1	nt	4	-6	-0.3	8	-7	nt	0.0	-8	5	-6
CC1(C)CC(=O)c2cnc(N)nc2C1	-1	8	5	-1.3	1	-2	-4	-0.3	-4	-3	-38
Cc1ccccc1CN1CCC(N2CCC(C(=O)NCC3CCCO3)CC2)CC1 (centres undefined)	-17	-7	8	-0.2	-15	1	4	-0.4	-8	9	-20
OC(COc1ccc(-c2ccccc2)cc1)CN1CCCCC1 (centres undefined)	nt	-27	0	-0.1	0	11	nt	0.1	10	-17	7
COc1ccc(NC(=O)c2ccc(OC)c(S(=O)(=O)N3CCCCC3C)c2)cn1 (centres undefined)	-1	8	0	-1.3	10	-20	-1	0.6	2	-5	-13
COc1ccccc1CN(C)C(=O)CN1CCN(C(=O)c2cccs2)CC1	-1	8	-2	-0.4	-8	8	1	1.8	6	6	16
O=C(O)CCN1C(=O)c2ccc(NC(=O)c3ccco3)cc2C1=O	-1	-2	16	1.6	9	-50	1	-0.1	5	14	-4
CCOc1cc2c(C#N)c(N3CCNCC3)nc(N)c2c(N)n1	-1	-1	-13	0.4	2	8	3	0.3	-8	3	-13
Cc1cc(NC(=O)c2cccc(S(=O)(=O)N3CCCC3)c2)no1	1	3	3	-3.2	4	7	8	0.0	3	7	1
O=C(C(Sc1ccccc1)c1ccccc1)N1CCOCC1 (centres undefined)	7	-1	18	-1.3	2	-8	4	-0.2	6	2	-22
Cc1cc(-c2cccs2)nc(-n2cccc2)n1	-9	-41	-13	-1.5	11	-40	-1	-0.1	-5	-101	-38
CC(=O)C1=C(C)NC(=O)NC1c1cc(Br)ccc1OCC#N (centres undefined)	1	9	7	7.2	0	-15	5	-0.2	6	14	-8
Cc1ccc(-c2n[nH]c(=O)c3ccccc23)cc1S(N)(=O)=O	9	-5	13	-0.7	8	2	4	0.0	-12	12	-35
Cc1cc(C)cc(N(CC(=O)NC2CCCC2)C(=O)c2csnn2)c1	-8	22	-24	0.0	-8	0	3	0.0	9	11	-3
O=C1CC(=O)NC(SCC(=O)Nc2ccccc2[N+](=O)[O-])=N1	10	-3	6	-0.3	4	12	-1	0.0	-16	1	-45
CC(C)(C)C(=O)Nc1ccc(C(=O)OC2CCCCC2)cc1	-101	-277	13	0.1	-26	-79	0	1.2	-25	-314	-102
CC1Cc2ccccc2N1C(=O)CSc1ncccn1 (centres undefined)	-20	-42	31	0.3	1	2	4	0.0	-12	-37	-4
C/C(=N\NC1=NCCN1)c1ccc(N)c([N+](=O)[O-])c1	5	7	-26	0.0	-6	-16	2	0.1	0	-5	10
Cc1[nH]c2ccccc2c1C(=O)CN1C(=O)C(=O)N(CCC2=CCCCC2)C1=O	nt	-2	-16	-1.0	7	7	2	1.1	4	14	16
O=C(NCCCN1CCOCC1)c1cc(Cl)ccc1OCc1ccccc1	-6	1	-13	-0.4	-12	5	1	-0.2	15	18	7
COc1cc(CCCN2CCNC[C@H]2Cc2cccc3ccccc23)cc(OC)c1OC	nt	-23	5	0.8	0	-140	nt	0.2	-17	5	-7
C=CCNC(=O)CSc1cc([N+](=O)[O-])cc(S(=O)(=O)Cc2ccccc2)c1	12	-12	18	1.1	6	12	0	-0.3	-5	11	-18
Oc1ccc(Br)cc1CNc1nccs1	-8	-8	-1	-0.3	16	6	4	0.1	-1	9	-45
CCC(=O)Oc1oc(-c2ccccc2)nc1C=Nc1ccc(C)cc1	-4	-7	-1	-0.5	10	-4	-2	0.0	13	15	-7
Cc1c(Cl)cccc1NC(=O)Nc1ccc(C(N)=O)cc1	1	-1	-5	-3.0	12	-26	4	-0.3	-17	-11	-10
Cc1nn(CC(=O)N2CCN(C)CC2)c(=O)c2ccccc12	6	8	-24	-0.3	3	-30	0	-0.2	8	11	-30
CN(Cc1cccs1)C(=O)CN1C(=O)c2ccccc2S1(=O)=O	4	-43	-3	3.0	-5	8	2	-0.1	-2	-66	7
Cc1ccsc1/C=C1\SC(N2CC(C)OC(C)C2)=NC1=O (centres undefined)	-20	10	-10	-2.2	2	1	-6	-0.2	7	-31	14
Cn1cc(Cl)c(C(=O)NC(=S)Nc2sc3c(c2C#N)CCCCC3)n1	2	-72	14	0.4	-34	-16	4	-0.6	3	-115	-36
CCCNC(=O)c1ccc2c(c1)ncn2-c1cc(C)cc(C)c1	9	-5	-1	-0.7	-16	-2	2	-0.1	-1	-1	8
CCOC(=O)c1c(C)[nH]c(C(=O)OCc2ccc([N+](=O)[O-])cc2)c1C	-10	-10	-21	0.2	-27	-7	4	0.1	-9	-56	27
CC(C)CC(=O)Nc1ccnn1C1CCN(C(=O)c2ccc(Cl)cc2F)CC1	-3	10	2	-0.2	23	-8	-1	-0.3	4	-26	-33
CN(Cc1ccccc1)C(=O)c1[nH]cnc1C(=O)NCc1ccc(CNC(=O)OC(C)(C)C)cc1	13	14	-12	0.3	12	15	-2	0.7	-11	3	1
OC1COC(OCc2ccccc2)C(O)C1O (centres undefined)	-1	-1	7	0.5	9	-5	-2	-0.1	2	16	-14
O=C(Cc1ccc(Br)cc1)N1CCN(c2ccccc2O)CC1	-56	-74	4	-1.4	-19	-16	-3	0.0	4	-136	-26
CN(C(=O)CC1C(=O)NCCN1Cc1ccoc1)C1CCOCC1 (centres undefined)	-4	-10	8	4.1	-6	11	1	-0.1	-12	6	-6
CC(=O)Nc1ccccc1NC(=O)C/C(C)=N/NC(=O)C1CCCCC1	0	9	0	0.1	-4	9	0	0.0	13	-45	-35
CC1CCCC(C)N1C(=O)COC(=O)CNC(=O)c1ccccc1 (centres undefined)	0	-10	14	-0.4	4	2	2	0.1	-22	10	-28
OC(CNCc1ccco1)COc1ccccc1 (centres undefined)	9	10	-8	2.9	-1	-6	nt	-0.3	1	10	-19
CCCCCC(O)C=CC1C(O)CC(O)C1CC=CCCCC(=O)O (centres undefined)	nt	-8	6	-0.3	-11	-50	nt	-0.1	7	-7	-19
CN(C(=O)c1ccc(OC2CCN(CCc3ccccc3)CC2)cc1)C1CCOC1 (centres undefined)	8	7	6	-0.2	5	-8	2	-0.1	-2	1	-4
CCOCCN(C(=O)COC)c1cccc(OC)c1	-2	1	6	1.9	5	1	-4	-0.1	0	14	9
O=C1Nc2c(Cl)cccc2C1=O	nt	8	34	-1.3	18	15	nt	0.3	-14	27	-1
CCOC(=O)C1CN(S(=O)(=O)c2cc(OC)ccc2OC)C1	1	10	-10	-0.8	-1	16	1	0.0	8	7	-19
COc1ccc(S(=O)(=O)N2CC(C)N(C(=O)N3CCOCC3)C2)cc1 (centres undefined)	6	2	3	0.1	5	5	0	-0.1	9	11	2
CCCC(=O)c1c[nH]c(C(=O)NCc2ccco2)c1	3	3	7	-0.1	-2	9	-1	-0.1	-1	14	1
O=c1[nH]c2ccc(S(=O)(=O)NCc3ccccn3)cc2s1	2	11	1	0.1	-3	-2	2	0.0	-17	1	-4
COc1cc(NC(=O)CSc2nnc3ccccn23)cc(OC)c1OC	nt	3	-11	-1.3	11	-15	nt	-0.2	6	12	3
CCN1CCN(C(=O)Nc2cccc3ccccc23)CC1	13	6	7	-0.9	7	-11	-1	-0.2	-4	4	-6
C=C1SC(Nc2c(C)cccc2C)=NC12CCCCC2	-5	12	28	-0.3	-13	52	2	0.4	-18	15	-12
CCNC(=O)C1CCCN(C(=O)c2cccs2)CC1 (centres undefined)	nt	5	1	1.8	-4	-16	nt	-0.2	11	2	2
O=C(c1ccccc1)c1ccc(N2CCOCC2)cc1	-78	-315	-11	-4.8	-19	-60	nt	-0.1	-12	-272	-73
Cc1csc(N(C(=O)c2ccc(S(=O)(=O)N(C)C)cc2)c2ccccc2)n1	-4	0	9	-3.2	-3	9	0	-0.1	-7	4	-1
COc1cc(S(=O)(=O)NC2CCSc3ccccc32)ccc1NC(C)=O (centres undefined)	1	1	-5	-0.5	5	2	2	0.0	-3	-2	-5
Cc1ccc(NC(=S)NNC(=S)NCc2ccccc2)cc1	-9	-4	7	-2.6	0	-6	-1	0.2	-3	-77	-47
Cn1nc(C(=O)OCc2ccc(F)cc2)c2ccccc2c1=O	-3	17	9	-0.4	4	16	4	0.3	-20	7	11
O=C(NCc1ccc(F)cc1)C1C2C=CC3(CN(Cc4cccnc4)C(=O)C13)O2 (centres undefined)	-1	8	8	1.6	1	-5	1	0.3	-5	19	17

Structural class: the compounds so far containing a cyano group
SMILES	TRPM1 prom inh	Peg3 prom inh	CF NFkB block	hiPSC survival	TWEAK-Fn14 inh	Shn3 3UTR inh	NR2E3 ag-1	aDG glyco act	KKLEB tox	HIF-2a inh	NR2E3 ag-2
CCOc1cc2c(C#N)c(N3CCNCC3)nc(N)c2c(N)n1	-1	-1	-13	0.4	2	8	3	0.3	-8	3	-13
CC(=O)C1=C(C)NC(=O)NC1c1cc(Br)ccc1OCC#N (centres undefined)	1	9	7	7.2	0	-15	5	-0.2	6	14	-8
Cn1cc(Cl)c(C(=O)NC(=S)Nc2sc3c(c2C#N)CCCCC3)n1	2	-72	14	0.4	-34	-16	4	-0.6	3	-115	-36

Full records, quoted from the list. Values in the order: TRPM1 prom inh	Peg3 prom inh	CF NFkB block	hiPSC survival	TWEAK-Fn14 inh	Shn3 3UTR inh	NR2E3 ag-1	aDG glyco act	KKLEB tox	HIF-2a inh	NR2E3 ag-2
Shown for CCOCCN(C(=O)COC)c1cccc(OC)c1 : -2	1	6	1.9	5	1	-4	-0.1	0	14	9
Shown for CCCC(=O)c1c[nH]c(C(=O)NCc2ccco2)c1 : 3	3	7	-0.1	-2	9	-1	-0.1	-1	14	1

Screening results deposited in PubChem by several laboratories.
